DT40 TDP1 no CPT = qHTS for Inhibitors of human tyrosyl-DNA phosphodiesterase 1 (TDP1): qHTS in cells in absence of CPT; DT40 Tdp1-/- hTDP1 cells, no CPT, ATP luminescence, 48 h; Potency, µM (series often up to 46.2 µM), for the others: top-dose activity change, negative = growth inhibition, most hits filed as inhibitors; hit rate 15% among 420,000; AID 686978, 2013; also: nearly all actives have a fitted effect of over 55% in size
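No-CPT arm: Tdp1-/-;hTDP1 DT40 cells (400/well) plus compounds, incubated ≥48 hr at 37 °C. Readout CellTiter-Glo luminescence.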
TDP1 inh = qHTS Assay for Inhibitors of Tyrosyl-DNA Phosphodiesterase (TDP1). Tyrosyl-DNA phosphodiesterase 1 (Homo sapiens), Q9NUW8. recombinant TDP1, AlphaScreen DNA substrate cleavage. Potency, µM (highest dose often 130 µM), inactives show at the highest dose activity change, negative = inhibition, actives largely listed as inhibitors. hit rate 0.28% among 350,000; also: nearly all actives have a fitted effect of over 40% in size
Target sequence (Q9NUW8 whole entry, looked up): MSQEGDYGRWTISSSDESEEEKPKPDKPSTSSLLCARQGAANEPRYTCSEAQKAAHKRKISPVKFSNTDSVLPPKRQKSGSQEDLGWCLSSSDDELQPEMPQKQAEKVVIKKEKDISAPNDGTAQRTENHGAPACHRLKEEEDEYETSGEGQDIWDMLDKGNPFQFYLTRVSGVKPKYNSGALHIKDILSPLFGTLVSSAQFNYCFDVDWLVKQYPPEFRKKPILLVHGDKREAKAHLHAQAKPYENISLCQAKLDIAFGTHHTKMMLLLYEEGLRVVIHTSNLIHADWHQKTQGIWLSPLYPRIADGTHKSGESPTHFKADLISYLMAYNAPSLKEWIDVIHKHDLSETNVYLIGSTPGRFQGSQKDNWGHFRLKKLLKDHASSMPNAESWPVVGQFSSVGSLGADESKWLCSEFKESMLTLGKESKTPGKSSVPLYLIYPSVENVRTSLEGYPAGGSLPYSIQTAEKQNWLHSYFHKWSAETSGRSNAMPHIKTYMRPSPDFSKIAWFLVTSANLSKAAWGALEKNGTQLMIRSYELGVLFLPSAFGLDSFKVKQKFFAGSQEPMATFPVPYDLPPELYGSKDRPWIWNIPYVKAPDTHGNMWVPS
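Signal: AlphaScreen proximity between streptavidin donor and anti-FITC acceptor beads on intact substrate. Reaction: Tdp1 1 nM, substrate 15 nM final, 5 min RT after 15 min compound preincubation.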
N370S GC mod = qHTS Assay for Inhibitors and Activators of N370S glucocerebrosidase as a Potential Chaperone Treatment of Gaucher Disease. N370S GC spleen homogenate, 4MU-glucoside fluorescence. AID 2101, 2009. hit rate 0.092% among 330,000. Lysosomal acid glucosylceramidase (Homo sapiens), P04062. Potency, µM (highest dose often 59.4 µM), for inactives: at the top dose activity change, negative = inhibition, most hits filed as inhibitors;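 also: 0% = full enzyme activity and -100% = no enzyme basal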
The depositor's hits bear a star; ? = inconclusive; · = not tested or not shown; & = joins results of further samples; [ ] = dose if it differs, or a comment. Calls follow the shape of the dose curve; as a rule, active = well fitted curve in the direction sought with a large enough effect; inconclusive = small, poorly fitted or top-dose-only effect, or another doubt; inactive = no such curve, though single readings can be large; an effect the other way counts as inactive or inconclusive. Unless noted, % is scaled to controls: 0 for no effect and ±100 for the full control effect; potency is read from the fitted curve at half-maximal effect. These rows are one share of the data; the hit share may differ from the screen's.

Values in the order – DT40 TDP1 no CPT, TDP1 inh, N370S GC mod
CCCCNc1ccncc1S(=O)(=O)NC(=O)NC(C)C
→ 0.3%, 2.2%, 5.0%
O=C(COc1ccc(Br)cc1)N1CCN(Cc2ccc3c(c2)OCO3)CC1
→ -12.8%, 5.4%, -5.2%
CC(C)(C)n1cc(C(=O)c2ccccc2OCCCF)cn1
→ -2.8%, ·, 3.5%
Cn1c(O)c(C=NCc2cccs2)c(=O)n(C)c1=O
→ 0.5%, 5.1%, -7.9%[2.35 µM]
O=C(c1ccco1)c1cn(Cc2ccc(Cl)cc2)c2ccccc12
→ ?, 6.6%, ?
COc1cccc(NC(=O)c2ccc3c(=O)n4nc(Nc5ccccc5OC)sc4nc3c2)c1
→ 4.61µM*, -8.5%, ·
OCCN(CC#CC(O)(c1ccccc1)C1CCCC1)CCO (stereo unspecified)
→ -22.6%, -2.9%, -8.3%
O=C(CF)NC(Nc1cccc2cccnc12)C(Cl)(Cl)Cl (stereo unspecified)
→ ?, 2.1%, 9.3%
C=CC(C)C(C(=O)c1ccccc1)N(C)C (stereo unspecified)
→ -21.5%, 2.6%, 1.8%
CC(=O)NC(C)Cc1ccccc1 (stereo unspecified)
→ -9.9%, -5.9%, 14.0%
COC(=O)C1=C(c2ccc(OCc3ccccc3)cc2)C[C@@H]2CC[C@H]1N2C(=O)NCc1cccc(OC)c1
→ 20.6µM*, -0.1%, ·
CN(C[C@H](Cc1ccccc1)N(C[C@H](Cc1ccccc1)N(CCC(C)(C)C)N=O)N=O)N=O
→ ?, 5.1%, 8.6%
O=c1oc2ccccc2n1CSC1=NCCS1
→ ?, -2.0%, 0.4%[2.35 µM]
CCOc1ccc(Nc2c(S(=O)(=O)c3ccc(C)cc3)cnc3ccccc23)cc1
→ ?, 3.9%, ·
C[C@@H](N)Cn1ccc2cc(F)c(Cl)cc21
→ ?, 4.8%, -9.1%
CC(C)C(=O)N1CCC(CN=Cc2c(O)n(C3CCCCC3)c(=O)n(C3CCCCC3)c2=O)CC1
→ 23.1µM*, 7.3%, -2.9%
Cc1cc(C=C2C(=O)NC(=S)NC2=O)c(C)n1C1CCCC1
→ ?, 2.3%, 7.3%
O=C(c1csnn1)N1CCC[C@@]2(CCN(Cc3ccncc3)C2)C1
→ -11.5%, ·, -1.6%
COc1ccc(-c2nc3ccccc3n2OC(=O)N(C)C)cc1
→ -5.8%, 5.9%, 22.5%
N=C1c2ccccc2CN1NC(=O)c1ccco1
→ 1.3%, 1.8%, ·
Cc1ccccc1CCNCc1ccc(Br)cc1
→ ?, 3.4%, -9.3%
O=C(COc1ccc(S(=O)(=O)N2CCCCC2)cc1)N1CCN(Cc2ccccc2)CC1
→ ?, 2.1%, -1.7%
Cc1nc2ccccc2c(=O)n1-c1ccc(Cl)cc1[N+](=O)[O-]
→ ?, -2.6%, 6.6%
COc1ccc(Nc2c(-c3cc(Br)ccc3O)nc3ncccn23)cc1OC
→ 23.1µM*, 4.3%[12.3 µM], ·
CS(=O)(=O)N1CCC2(CCCN(Cc3ccncc3)C2)CC1
→ -2.7%, ·, -8.3%
CC(=O)c1ccc2c(c1)C1C(Cl)C(Sc3ccccc3[N+](=O)[O-])CC1C(c1ccccc1)N2 (stereo unspecified)
→ 14.6µM*, 8.2%, 8.1%
CCC(CC)NCc1c[nH]c2ccccc12
→ 3.66µM*, -12.0%, -8.4%
COc1ccc(NC(=S)NC(NC(=O)CF)C(Cl)(Cl)Cl)cc1[N+](=O)[O-] (stereo unspecified)
→ 3.6%, 7.7%, -6.2%
Cc1cccc(Cn2cccc(C(=O)Nc3ccc4c(c3)OCCO4)c2=O)c1
→ 20.6µM*, 7.8%, ·
O=C(Nc1nc2c(Cl)cccc2s1)c1ccc(S(=O)(=O)N2CCc3ccccc32)cc1
→ ?, 5.5%, ·
O=[N+]([O-])c1cccc(O)c1
→ 0.6%, -2.6%&6.5%, -1.5%
COC(=O)C1=C(c2cccc(C#N)c2)C[C@@H]2CC[C@H]1N2C(=O)NCCO
→ 4.3%, 0.4%, ·
CN1CCN(Cc2ccccc2Sc2ccccc2)CC1
→ ?, -2.7%, 1.8%
COc1ccc(CC2(CCc3ccncc3)C(=O)NC(=O)NC2=O)c(OC)c1
→ -5.7%, 6.1%, 5.4%
O=C(O)CCC(=O)NCCC1=c2ccccc2=N/C1=C\c1c(O)n(Cc2ccc(F)cc2)c(=S)[nH]c1=O
→ 0.0%, 35.5µM*, -3.7%
O=C(N=Nc1c(O)[nH]c(=O)[nH]c1=O)C1COc2cc3ccccc3cc2O1 (stereo unspecified)
→ ?, 7.0%, 2.0%
N=c1c[n+](C2CCCCC2)[n-]o1
→ 10.2%, 6.2%, -7.1%
C[C@]12C[C@@H](O)[C@H](O)CC1=CCC1C2CC[C@]2(C)C(=O)CCC12 (stereo partly specified)
→ 3.7%, -0.2%, ·
C=CC(=O)OCC(C)C
→ ·, 6.5%, -7.3%
COc1cc(N)c(Cl)cc1C(=O)NC1CN2CCC1CC2 (stereo unspecified)
→ -17.8%, 11.6%, -3.4%
Fc1ccc(CN2CCN(c3ccc(Cl)cc3)CC2)cc1
→ ?, 6.1%, -1.5%
O=C(CSc1ncnc2c1nnn2-c1ccc(F)cc1)NCC1CCCO1 (stereo unspecified)
→ 20.6µM*, -1.0%, 0.4%
O=C1NC(=O)C(CCc2ccncc2)(Cc2ccc3c(c2)OCO3)C(=O)N1CCc1ccccc1 (stereo unspecified)
→ 20.6µM*, 7.5%, -12.5%
O=C(O)c1ccccc1-c1ccc(C=C2C(=O)N(c3ccccc3)C(=S)N(c3ccccc3)C2=O)o1
→ 1.5%, ·, 4.2%
Cn1nc(-c2ccc(C(=O)Nc3ccc(OC(F)(F)F)cc3)cc2)c2ccccc2c1=O
→ 16.4µM*, 11.6%, ·
CC(C)N1CCN(c2ccc(O)cc2)CC1
→ ?, 0.0%, 0.5%
COc1ccc(OCC(=O)Nc2ccc(Cl)cc2C(=O)c2ccccc2)cc1
→ -19.9%, 2.0%, 2.1%
CN(C)S(=O)(=O)c1cc(NC(=O)COC(=O)Cc2ccccc2)ccc1Cl
→ 18.4µM*, 0.6%, 17.1%
C#CC1(OC(=O)c2ccccc2)CC(C)N(C)CC1C (stereo unspecified)
→ -15.9%, 6.9%, 1.2%
CCCc1[nH]nc2c1C1(C(=O)N(Cc3ccccc3)c3ccccc31)C(C(=O)OC)=C(N)O2 (stereo unspecified)
→ ?, 2.3%, -15.2%

Next part:
Values in the order – DT40 TDP1 no CPT, TDP1 inh, N370S GC mod
CCCCCCCn1c(=O)c(C(=O)Nc2cnccn2)c(O)c2ccccc21
→ 0.581µM*, ·, 2.1%
CN1C(=O)C(=Cc2cn(CC(=O)N3CCCCC3)c3ccccc23)C(=O)N(C)C1=O
→ -4.9%, -8.8%, -16.0%
CCC1C(C)=NN=C(c2ccc(OC)c(OC)c2)c2cc(OC)c(OC)cc21 (stereo unspecified)
→ ?, 8.2%, -11.6%
CC(=O)CC(c1ccccc1)c1c(O)c2ccc(O)cc2oc1=O (stereo unspecified)
→ ·, 4.9%, -3.4%
Cc1ccc(NC(=O)c2cn(CCC#N)nc2-c2ccc3c(c2)OCCO3)c([N+](=O)[O-])c1
→ 6.51µM*, 0.6%, 5.6%
Cc1ccccc1-n1c(/C=C/c2ccccc2F)nc2ccccc2c1=O
→ 8.2µM*, 2.2%[12.3 µM], ·
O=C(O)[C@@H]1CSC(c2cccnc2)N1 (stereo partly specified)
→ -13.7%[9.04 µM], 1.9%, 1.5%
CCCN1[C@@H]2C[C@@H](O)CC[C@@H]2C[C@H]1C(=O)OC
→ ·, 3.9%, 7.4%
O=c1[nH]c(=S)n(Cc2ccc(F)cc2)c(O)c1/C=N/N1CCCCC1
→ ?, 2.7%, 2.4%
COc1nc2ccccc2c(=O)n1-c1ccc(Cl)cc1
→ -24.6%, 11.0%, 3.9%
CCC(=O)N1CC(=O)Nc2ccc(Br)cc2C1c1ccccc1 (stereo unspecified)
→ -6.4%, 8.3%, 11.7%
Cc1[nH]n(-c2ccccc2)c(=O)c1C(c1ccc([N+](=O)[O-])cc1)c1c(C)[nH]n(-c2ccccc2)c1=O
→ ?, 3.4%, 7.8%
O=C(COc1ccc2ccccc2c1)N1CCN(C2CCN(Cc3ccccc3)CC2)CC1
→ ?, -1.0%, -4.7%
Clc1cnc(Oc2ccc(Oc3ncc(Cl)cc3Cl)cc2)c(Cl)c1
→ -19.2%&-16.4%, 5.8%[56.1 µM], 4.6%&-7.7%&2.6%
O=c1c2ccccc2nc(-c2cccs2)n1-c1cnccn1
→ -6.5%, 7.3%, 4.0%
CN1OCC2Cn3c(nc4ccccc43)C21 (stereo unspecified)
→ -13.0%, -4.7%, 1.2%
CC1CC(OC(=O)c2ccccc2)CC(C)N1C (stereo unspecified)
→ 11.0%, 4.5%, -0.8%
Cc1sc2ccccc2c1CC1=NCCN1
→ ?, ·, 2.7%&-3.7%
CNC(=O)Oc1ccc2c(c1)[C@]1(C)CCN(C)[C@@H]1N2C
→ ?, 0.0%, -14.9%&-4.9%&-0.2%&-5.5%
CCCCc1ccc(C(=O)O)nc1
→ ?, 15.1%[56.1 µM], -14.6%

Fetched by compound from above, 5 records:
Values in the order – DT40 TDP1 no CPT, TDP1 inh, N370S GC mod
CNC(=O)Oc1ccc2c(c1)[C@]1(C)CCN(C)[C@@H]1N2C
→ ?, 0.0%, -14.9%&-4.9%&-0.2%&-5.5%
Clc1cnc(Oc2ccc(Oc3ncc(Cl)cc3Cl)cc2)c(Cl)c1
→ -19.2%&-16.4%, 5.8%[56.1 µM], 4.6%&-7.7%&2.6%
O=C(COc1ccc2ccccc2c1)N1CCN(C2CCN(Cc3ccccc3)CC2)CC1
→ ?, -1.0%, -4.7%
Cc1[nH]n(-c2ccccc2)c(=O)c1C(c1ccc([N+](=O)[O-])cc1)c1c(C)[nH]n(-c2ccccc2)c1=O
→ ?, 3.4%, 7.8%
CN1OCC2Cn3c(nc4ccccc43)C21 (stereo unspecified)
→ -13.0%, -4.7%, 1.2%

Next compounds
Values in the order – DT40 TDP1 no CPT, TDP1 inh, N370S GC mod
Cc1oc(-c2ccccc2Cl)nc1CN1C(=O)CN=C(c2ccccc2)c2ccccc21
→ 20.6µM*, 5.3%, ?
CC[N+](=O)[O-]
→ ·, 5.4%, 2.2%
CN1CC=C(/C=C/c2ccc(-c3ccccc3)cc2)CC1
→ 11.6µM*, ·, ?
CCCCOc1ccc(C(=O)N2CC(=O)Nc3ccc(Br)cc3C2c2ccc(F)cc2)cc1 (stereo unspecified)
→ ?, 8.8%, ·
COc1cc2c(cc1O)[C@H]1Cc3ccc(OC)c(O)c3CN1CC2
→ ·, 11.3%[21 µM], 9.4%[21.6 µM]
CCOP(=S)(OCC)Oc1ccc([N+](=O)[O-])cc1
→ ·, 1.4%&14.9%, 9.4%&4.7%
CC(=O)N1CCN(c2ccc(N=Cc3c(O)n(Cc4ccccc4)c(=O)[nH]c3=O)cc2)CC1
→ ?, -0.1%[56.1 µM], 6.1%
CCc1ccccc1N1C(=O)/C(=C/c2ccc(N3CCN(C)CC3)o2)C(=O)NC1=S
→ ?, -2.6%, -3.5%
COc1ccc(-c2cc(C(F)(F)F)n3nc(C(=O)N4CCC5(CC4)OCCO5)cc3n2)cc1OC
→ 20.6µM*, 0.0%, -3.4%
CCC(=NCCc1c[nH]c2ccccc12)c1c(O)n(-c2ccc(C)cc2)c(=O)[nH]c1=O
→ ?, 5.5%, ?

By substructure: the entries above containing a CF3 group (2)
Values in the order – DT40 TDP1 no CPT, TDP1 inh, N370S GC mod
Cn1nc(-c2ccc(C(=O)Nc3ccc(OC(F)(F)F)cc3)cc2)c2ccccc2c1=O
→ 16.4µM*, 11.6%, ·
COc1ccc(-c2cc(C(F)(F)F)n3nc(C(=O)N4CCC5(CC4)OCCO5)cc3n2)cc1OC
→ 20.6µM*, 0.0%, -3.4%

(listing goes on)
Values in the order – DT40 TDP1 no CPT, TDP1 inh, N370S GC mod
O=C1/C(=C\c2ccccc2)C[C@@]2(O)[C@H]3Cc4ccc(O)c5c4[C@@]2(CCN3CC2CC2)[C@@H]1O5
→ 2.66µM*, 13.1%, -0.7%
Cc1cc(OC(=O)CCNC(=O)OC(C)(C)C)c2c3c(c(=O)oc2c1)CCC3
→ 20.6µM*, -2.1%, 4.3%
CC(=O)Oc1ccccc1C(=O)Nc1ncc([N+](=O)[O-])s1
→ ?, -2.9%&7.6%, 1.2%&-9.5%
Cc1ccc(-n2c(C)nc3ccccc3c2=O)cc1C
→ 14.6µM*, -2.4%, 3.5%
C=CCN1C(=O)NC(=O)/C(=C/C=C/c2ccccc2)C1=O
→ 23.1µM*, -5.3%, -5.8%
